Compound activity from PubChem.
TRPC4 potent = TRPC4 (mouse) allosteric potentiation; Q9QUQ5; AID 2227; B-score at 10 µM; 0.42% of 310,000 active; HEK293 TRPC4beta/mu-opioid, DAMGO EC20, Fluo-4 Ca2+ flux; active compounds read high;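 active = B-score of calcium response area above 5 SD of library B-scores, with initial fluorescence ratio within 5 SD of library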;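 also: B-score of integrated fluorescence ratio over time as area under calcium response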
MrgX1 PAM = human MrgX1 positive allosteric modulation, primary screen. Q96LB2. MrgX1-HEK293, Fluo-4 calcium flux, FDSS; active compounds read high. B-score at 10 µM. 0.63% of 310,000 active. AID 588675;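 active = plate-corrected calcium response at least 3 library SD above typical, normal starting fluorescence, not activating the receptor alone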;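 also: compound read alongside a low EC10 to EC30 dose of BAM8-22 agonist; peak minus trough fluorescence over baseline measured at the second addition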
TRPC4 agonist = opens the mouse TRPC4 cation channel | Q9QUQ5 | HEK293 TRPC4beta/mu-opioid, Fluo4 calcium fluorescence; active compounds read high | B-score at 10 µM | 0.49% of 310,000 active;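 active = B-score above 5 SD of library B-scores, and initial fluorescence ratio not above library mean plus 5 SD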;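 also: positive B-score marks a calcium rise read as TRPC4 activation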
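system = HEK293 cells stably co-expressing mouse TRPC4beta and mu-opioid receptor | schedule = Fluo4 dye loading 45 min at room temperature, 110 s recording | measure = B-scored integrated calcium fluorescence ratio | signal = Fluo4 calcium-sensitive dye fluorescence, kinetic, 1 Hz baseline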
MrgX1 antag = human MrgX1 receptor antagonism, primary screen; MRGX1-HEK293 calcium flux, Fluo-4, BAM8-22 antagonism; active compounds read low; B-score at 10 µM; 1.3% of 310,000 active; Q96LB2; AID 588676;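 active = calcium-response B-score plate-corrected more than 3 library SD below zero, starting fluorescence within 5 deviations, no agonist response on first addition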;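 also: peak minus trough fluorescence over baseline after final BAM8-22 challenge near maximal dose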
TRPC4 block = TRPC4 (mouse) channel inhibition; Q9QUQ5; HEK293 TRPC4beta/mu-opioid, DAMGO-evoked Fluo4 calcium flux; active compounds read low; B-score at 10 µM; 0.39% of 300,000 active; AID 2247;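 active = B-score over 3 SD under the library average, no early fluorescence shift, positive overall ratio signal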
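Material: HEK293 cells with stable TRPC4beta plus mu-opioid receptor expression / Probe or stimulus: DAMGO in two steps, submaximal then maximal / Compound: single concentration per test compound / Technique: kinetic Fluo4 fluorescence imaging of calcium influx / Read-out: per-well B score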
TRPC6 activator = activators of mouse TRPC6 channel. Q61143. HEK293-TRPC6 membrane potential dye fluorescence; active compounds read high. AID 2550. 0.13% of 310,000 active. B-score at 10 µM;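 active = B-score of the integrated fluorescence ratio above library mean plus 3 SD, and starting fluorescence ratio within library mean plus 5 SD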;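 also: higher score means more depolarization so channel activation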
Target sequence (Q61143 whole entry, looked up): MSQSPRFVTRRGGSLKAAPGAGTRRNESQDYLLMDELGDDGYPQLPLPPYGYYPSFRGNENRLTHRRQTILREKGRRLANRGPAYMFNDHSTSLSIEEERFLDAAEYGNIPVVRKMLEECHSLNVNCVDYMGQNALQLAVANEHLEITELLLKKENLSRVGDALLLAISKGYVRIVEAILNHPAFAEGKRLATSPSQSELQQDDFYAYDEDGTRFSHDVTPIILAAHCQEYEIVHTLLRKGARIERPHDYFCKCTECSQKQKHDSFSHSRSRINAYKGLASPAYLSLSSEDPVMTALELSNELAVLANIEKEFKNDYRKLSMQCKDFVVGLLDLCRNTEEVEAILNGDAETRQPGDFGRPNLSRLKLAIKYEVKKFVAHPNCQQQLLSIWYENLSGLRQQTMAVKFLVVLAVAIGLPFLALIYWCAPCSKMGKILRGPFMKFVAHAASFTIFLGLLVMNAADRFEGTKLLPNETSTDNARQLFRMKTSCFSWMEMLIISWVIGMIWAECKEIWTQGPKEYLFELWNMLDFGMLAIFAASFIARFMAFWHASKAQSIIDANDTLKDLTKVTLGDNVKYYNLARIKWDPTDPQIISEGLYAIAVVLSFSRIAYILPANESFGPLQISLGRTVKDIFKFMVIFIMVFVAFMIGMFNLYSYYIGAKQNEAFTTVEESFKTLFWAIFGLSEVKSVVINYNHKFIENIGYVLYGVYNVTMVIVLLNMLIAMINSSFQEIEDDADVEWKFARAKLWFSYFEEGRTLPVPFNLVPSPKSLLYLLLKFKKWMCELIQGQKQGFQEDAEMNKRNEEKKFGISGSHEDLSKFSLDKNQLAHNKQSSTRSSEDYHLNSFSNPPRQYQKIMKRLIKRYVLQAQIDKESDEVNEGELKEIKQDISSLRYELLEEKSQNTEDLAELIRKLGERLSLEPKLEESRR
RGS4 inh = inhibitors of human RGS4. P49798. HEK293 M3R/RGS4 inducible, Fluo-4 calcium flux; active compounds read high; triggered by carbachol at its EC20. B-score at 10 µM. 0.45% of 310,000 active;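 active = B-score, a plate-corrected calcium signal, over three deviations above library mean, with baseline fluorescence within five deviations of library mean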;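 also: RGS4 expression induced by doxycycline in cells with stable M3 receptor; B-score is computed from the integrated fluorescence ratio over baseline after carbachol; higher B-score means a larger calcium signal and so more RGS4 inhibition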
Target sequence (P49798 whole entry, looked up): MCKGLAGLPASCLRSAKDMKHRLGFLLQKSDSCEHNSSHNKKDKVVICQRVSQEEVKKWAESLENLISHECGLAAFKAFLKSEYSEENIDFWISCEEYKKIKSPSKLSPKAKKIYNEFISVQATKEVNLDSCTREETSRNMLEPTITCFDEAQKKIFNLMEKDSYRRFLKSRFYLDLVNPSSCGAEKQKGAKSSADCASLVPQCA
MrgX1 agonist = human MrgX1 receptor agonism, primary screen. 0.44% of 310,000 active. MrgX1-HEK293 cells, Fluo-4 calcium fluorescence, agonist mode; active compounds read high. B-score at 10 µM. AID 588627;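 active = calcium response B-score plate-corrected fluorescence ratio at least 3 library SD, with starting fluorescence B-score inside 5 SD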
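Assay system: MrgX1-expressing HEK293 cells / Amount: fifteen thousand cells per well / Doses: test compound in the initial addition of three / Timing: cells plated overnight, dye loaded 0.5 h 37 °C, 0.5 h room temperature / Technique: kinetic calcium dye fluorescence, Fluo-4 NW / Control set: positive and negative controls per plate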
TMEM16A inh = inhibitors of mouse TMEM16A calcium-activated chloride channel; Q8BHY3; HEK293 TMEM16A/YFP iodide influx fluorescence, ionomycin; normalized B-score (activity score, 25-100; higher = stronger inhibition) at 10 µM; 1.2% of 310,000 active;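 active = ratio plate-corrected score three or more library SD toward inhibition, starting fluorescence score within five deviations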;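 also: score derived from kinetic fluorescence span divided by baseline fluorescence per well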
ANO1 activ = mouse TMEM16A channel activation, primary screen | Q8BHY3 | HEK293 TMEM16A/YFP-H148Q/I152L, iodide quench fluorescence; active compounds read low | B-score at 10 µM | 0.3% of 340,000 active;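 active = fluorescence-ratio B-score plate-corrected deviation score at least 3 library SD below zero, with starting fluorescence score within 5 deviations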;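 also: channel opened by trigger with iodide after compound preincubation; score built on the fluorescence ratio of max minus min over baseline; more negative score means more quench and so TMEM16A activation or potentiation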
TRPC6 inhibitor = inhibitors of mouse TRPC6 channel; 1.1% of 310,000 active; AID 2553; HEK293-TRPC6, membrane potential dye, ACh-evoked depolarization; active compounds read low; B-score at 10 µM;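 active = B-score under library mean minus 3 SD, initial fluorescence not abnormally high, positive integrated signal ratio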;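 also: B-score derived from integrated fluorescence ratio over the kinetic read; more negative B-score means stronger inhibition of depolarization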
An asterisk follows results filed as active; i = inactive; · = not tested or not shown. Compounds were not picked by outcome (roughly 5.8% active in at least one column).

No. | canonical_smiles | TRPC4 potent | MrgX1 PAM | TRPC4 agonist | MrgX1 antag | TRPC4 block | TRPC6 activator | RGS4 inh | MrgX1 agonist | TMEM16A inh | ANO1 activ | TRPC6 inhibitor
1 | Cc1ccc(C)c(CN2C(=O)NC3(CCCCCC3)C2=O)c1 | i | i | i | i | i | i | i | i | i | i | i
2 | O=C(NCc1ccc(F)cc1)C1CCN(S(=O)(=O)c2cccnc2)CC1 | i | i | i | i | i | i | i | i | i | i | i
3 | O=C(O)CC(C(=O)O)N1C(=O)/C(=C/C=C/c2ccco2)SC1=S (stereo not given) | i | i | i | i | i | i | i | i | i | i | i
4 | O=C(N/N=C/c1ccc(O)cc1)c1ccc(COc2cc(Cl)ccc2Cl)o1 | i | i | i | -5.24* | i | i | i | i | 25* | -5.56* | i
5 | Cc1[nH]c2ccccc2c1C(=O)CN1C(=O)NC(C)(c2ccc(Cl)cc2Cl)C1=O (stereo not given) | 20* | i | i | i | i | i | 10.2* | i | i | i | i
6 | CC[C@@H](C)C(N)c1cn([C@@H](CCC(=O)O)C(=O)N2CCNCC2)nn1 (stereo not given in full) | i | i | i | i | i | i | i | i | i | i | i
7 | CCCCN(CCCC)C(=O)c1ccccc1NC(=O)CN1C(=O)c2ccccc2C1=O | i | i | i | i | i | i | i | i | i | i | i
8 | CCOc1ccc(CC(=O)NNC(=S)NC)cc1 | i | i | i | i | i | i | i | i | i | i | i
9 | O=C(O)c1ccc2c(=O)[nH]c(CCl)nc2c1 | i | i | i | i | i | i | i | i | i | i | i
10 | COc1ccc(CN2CC(C(=O)NCCc3ccc(Cl)cc3)CC2=O)cc1 (stereo not given) | i | i | i | i | i | i | i | i | i | i | i
11 | CCCCn1c(N)c(N(CCOC)C(=O)CN(C)S(=O)(=O)c2ccc(F)cc2)c(=O)[nH]c1=O | i | i | i | i | i | i | i | i | i | i | i
12 | N#Cc1c(NC(=O)CSc2ncn[nH]2)sc2c1CCCCC2 | i | i | i | i | i | i | i | i | i | i | i
13 | CC(=O)NNC(=S)Nc1cccc(F)c1 | i | i | i | i | i | i | i | i | i | i | i
14 | O=C(CN1CCN(c2ccc(Cl)cc2)CC1)N1CCCC1 | i | i | i | -6.44* | i | i | i | i | i | i | i
15 | Fc1ccccc1Nc1nc2ccccc2o1 | i | i | i | i | i | i | i | i | i | i | i
16 | CCc1ccc(CNC(=O)CCn2ccc3cc(S(=O)(=O)N4CCCC4)ccc32)cc1 | i | i | i | i | i | i | i | i | i | i | i
17 | Cc1nc(C)c(-c2ccc(SCc3ccccc3F)nn2)s1 | i | i | i | i | i | i | i | i | i | i | i
18 | Cc1ccsc1CNC1C2CC3CC(C2)CC1C3 (stereo not given) | i | i | i | i | i | i | i | i | i | i | i
19 | CCOC(=O)C1=C(N)OC2=C(C(=O)CCC2)C1c1ccccc1OCC (stereo not given) | i | i | i | i | i | i | i | i | i | i | i
20 | O=[N+]([O-])c1cc(NCCO)c(N2CCCCCC2)c2nonc12 | i | i | i | i | i | i | i | i | i | i | i
21 | COc1ccccc1CCC(=O)N(C)CC(=O)Nc1ccc(Cl)c(C(F)(F)F)c1 | i | i | i | i | i | i | i | i | i | i | i
22 | CCCn1nc(NC(=O)c2cccs2)c2cc3ccc(C)cc3nc21 | i | i | i | i | i | i | i | i | i | i | i
23 | COc1cc(/C=C2\C(=O)N(CCC#N)N=C2C)ccc1OCC(=O)Nc1ccccc1 | i | i | i | i | i | i | i | i | i | i | i
24 | CCCSC1=C(C#N)C(c2ccccc2C)C(C(=O)OC)C(=O)N1 (stereo not given) | i | i | i | i | i | i | i | i | i | i | i
25 | CN(C)c1ccc(/C=N/NC(=O)c2cc(=O)[nH]c3ccccc23)cc1 | i | i | i | i | i | i | i | i | i | i | i
26 | Cc1ccc(S(=O)(=O)CCC(=O)OCC(=O)N(Cc2ccccc2)C(C)C)cc1 | i | i | i | i | i | i | i | i | i | i | i
27 | COc1ccc(Cl)cc1NC(=O)CN(C)C1CCCCC1 | i | i | i | i | i | i | i | i | i | i | i
28 | CNc1ccccc1C(=O)OC | i | i | i | i | i | i | i | i | i | i | i
29 | Cc1ccc(C(=O)N2CCC(n3nccc3NC(=O)Nc3cccc(F)c3)CC2)cn1 | i | i | i | i | i | i | i | i | i | i | i
30 | Cc1cccnc1CCNCc1c(C(=O)N2C[C@@H](C)O[C@@H](C)C2)nc2ccc(Cl)cn12 | i | i | i | i | i | i | i | i | i | i | i
31 | C[C@]12CCC(=O)C=C1CC[C@@H]1[C@@H]2[C@@H](O)C[C@@]2(C)[C@H]1CC[C@]2(O)C(=O)COC(=O)CCC(=O)O | i | i | i | i | i | i | i | i | i | i | i
32 | NC(=O)CSc1nnnn1-c1ccc(OC(F)(F)F)cc1 | i | i | i | i | i | i | i | i | i | i | i
33 | CCCCCn1c(=O)[nH]c2cc(C(=O)NCCc3ccc(OC)c(OC)c3)ccc2c1=O | i | i | i | i | i | i | i | i | i | i | i
34 | COc1ccc(CNC(=O)CN(C(=O)c2csnn2)c2ccc(C(C)=O)cc2)cc1 | i | i | i | i | i | i | i | i | i | i | i
35 | Cc1[nH]n(S(=O)(=O)c2ccccc2)c(=O)c1N=Nc1cccc(Cl)c1 | i | i | i | i | i | i | i | i | i | i | i
36 | CCc1ccccc1NS(=O)(=O)c1ccc2[nH]cc(C(=O)NC3CCCC3)c(=O)c2c1 | i | i | i | i | i | i | i | i | i | i | i
37 | Cc1sc2ncnc(SCc3ccco3)c2c1C | i | i | i | i | i | i | i | i | i | i | i
38 | CCOc1ccc(N(CC(=O)NCc2ccc(OC)cc2)S(=O)(=O)c2c(C)noc2C)cc1 | i | i | i | i | i | i | i | i | i | i | i
39 | COc1ccc(CNc2nc(NC(C)=O)nn2-c2ccccc2)cc1 | i | i | i | i | i | i | i | i | i | i | i
40 | NC(=O)CC(NC(=O)Cc1cccc2ccccc12)c1ccc(NC2CCN(Cc3ccccc3)CC2)c([N+](=O)[O-])c1 (stereo not given) | i | i | i | i | i | i | i | i | i | i | i
41 | COc1ccc(N2CCN(C(=O)COc3cccc4ccccc34)CC2)cc1 | i | i | i | i | i | i | i | i | i | i | i
42 | Cn1c(=O)c2c(nc(N/N=C/c3ccco3)n2C)n(C)c1=O | i | i | i | i | i | i | i | i | i | i | i
43 | CCN(CC)C(=O)CSc1nc2ccccc2c(=O)n1CCC(=O)N1CCN(c2ccccc2)CC1 | i | i | i | i | i | i | i | i | i | i | i
44 | CC1(C)CCCN(C(=O)c2coc(=O)c(Br)c2)C1 | i | · | i | · | i | i | i | · | · | i | i
45 | COc1cccc(N2CCN(C(=O)CN3C(=O)NC(C)(c4ccc5ccccc5c4)C3=O)CC2)c1 (stereo not given) | i | i | i | i | i | i | i | i | i | i | i
46 | Cc1cccc(NC(=O)CSCC(=O)Nc2ccc(S(=O)(=O)N3CCOCC3)cc2)c1 | i | i | i | i | i | i | i | i | i | i | i
47 | COc1ccc(NC(=O)COC(=O)C2=COCCO2)cc1OC | i | i | i | i | i | i | i | i | i | i | i
48 | COc1cc(C)nc(Oc2ccc(OCc3ccccc3)nn2)n1 | i | i | i | i | i | i | i | i | i | i | i
49 | Cc1ccc(C(=O)CCNc2ccccc2)o1 | i | i | i | i | i | i | i | i | i | i | i
50 | COC1OC(COC(=O)CNC(=O)OC(C)(C)C)C(O)C(O)C1O (stereo not given) | i | i | i | i | i | i | i | i | i | i | i

Additional compounds follow.
No. | canonical_smiles | TRPC4 potent | MrgX1 PAM | TRPC4 agonist | MrgX1 antag | TRPC4 block | TRPC6 activator | RGS4 inh | MrgX1 agonist | TMEM16A inh | ANO1 activ | TRPC6 inhibitor
51 | Cc1ccsc1/C=N/NC(=S)NCc1ccccc1 | i | i | i | i | i | i | i | i | i | i | i
52 | COc1cc(/C=C/C(=O)c2ccc(C)c([N+](=O)[O-])c2)cc(OC)c1O | i | i | i | i | i | i | i | i | i | i | i
53 | Cc1ccc2nc(/C(C#N)=C/c3cn[nH]c3-c3ccc(F)cc3)[nH]c2c1 | i | i | i | i | i | i | i | i | i | i | i
54 | CCOC(=O)C1CCN(C(=O)C2c3ccccc3C(=O)N(C)C2c2ccc(OC)cc2)CC1 (stereo not given) | i | i | i | i | i | i | i | i | i | i | i
55 | CCCN1Cc2cccc(C(=O)N3CCN(c4cc(Cl)ccc4C)CC3)c2C1=O | 15* | i | i | i | i | i | i | i | i | i | i
56 | CN(CC1CCCO1)S(=O)(=O)c1ccc(C(=O)Nc2nc(-c3ccccn3)cs2)cc1 (stereo not given) | · | i | · | i | · | · | · | i | 25* | i | ·
57 | COc1ccc(NC(=O)CCNC(=O)c2ccco2)cc1Cl | i | i | i | i | i | i | i | i | i | i | i
58 | CN(C(=O)CC1C(=O)NCCN1Cc1ccc2ccccc2c1)C1CCOCC1 (stereo not given) | i | i | i | i | i | i | i | i | i | i | i
59 | COc1ccccc1CNC(=O)COC(=O)CSc1ccc(Cl)cc1 | i | i | i | i | i | i | i | i | i | i | i
60 | Cc1ccc(-c2nn(-c3ccccc3)cc2CN(Cc2ccccc2)C(=O)c2ccco2)o1 | i | i | i | i | i | i | i | i | i | i | i
61 | CCn1nnnc1SCC(=O)Nc1ccc(OCc2ccccc2)cc1 | · | i | · | i | · | · | · | i | i | i | ·
62 | CCOc1ccc(S(=O)(=O)Nc2cnc3ccccc3c2)cc1 | i | i | i | i | i | i | i | i | 25* | i | i
63 | CN(C)c1nc(SCc2ccc(Cl)cc2)nc2c1CCCC2 | i | i | i | i | i | i | i | i | i | i | i
64 | C(=N\N1CCN(C2c3ccccc3-c3ccccc32)CC1)/c1cccnc1 | i | i | i | i | i | i | i | i | i | i | i
65 | O=C(NC(Cc1ccccc1)C(=O)NCCc1ccccn1)c1cccs1 (stereo not given) | i | i | i | i | i | i | i | i | i | i | i
66 | Nc1ccc(S(=O)(=O)C(F)(F)F)cc1N | i | i | i | i | i | i | i | i | i | i | i
67 | Cc1cn(-c2ccc(Br)cc2)[nH]c1=O | i | i | i | i | i | i | i | i | i | i | i
68 | COC(=O)[C@@]12CCCN1[C@H](c1ccc(-c3ccccc3)cc1)[C@@H]1C(=O)N(C)C(=O)[C@@H]12 | i | i | i | i | i | i | i | i | i | i | i
